Compound activity deposited in PubChem BioAssay by National Center for Advancing Translational Sciences (NCATS).
EPAC1 ag: qHTS for Agonist of cAMP-regulated guanine nucleotide exchange factor 3 (EPAC1): primary screen | Rap guanine nucleotide exchange factor 3 (Homo sapiens), O95398 | EPAC1 agonist qHTS, biochemical assay; response scale: 100% = response to 6.5 mM cAMP | Potency, µM (series often up to 154 µM), inactives show at the highest dose activation, most hits filed as activators | 360,000 compounds, 0.073% hits; also: potency is read from the fitted curve at half-maximal effect; nearly all actives have a fitted effect of over 60% in size
Target sequence (O95398 whole entry, looked up): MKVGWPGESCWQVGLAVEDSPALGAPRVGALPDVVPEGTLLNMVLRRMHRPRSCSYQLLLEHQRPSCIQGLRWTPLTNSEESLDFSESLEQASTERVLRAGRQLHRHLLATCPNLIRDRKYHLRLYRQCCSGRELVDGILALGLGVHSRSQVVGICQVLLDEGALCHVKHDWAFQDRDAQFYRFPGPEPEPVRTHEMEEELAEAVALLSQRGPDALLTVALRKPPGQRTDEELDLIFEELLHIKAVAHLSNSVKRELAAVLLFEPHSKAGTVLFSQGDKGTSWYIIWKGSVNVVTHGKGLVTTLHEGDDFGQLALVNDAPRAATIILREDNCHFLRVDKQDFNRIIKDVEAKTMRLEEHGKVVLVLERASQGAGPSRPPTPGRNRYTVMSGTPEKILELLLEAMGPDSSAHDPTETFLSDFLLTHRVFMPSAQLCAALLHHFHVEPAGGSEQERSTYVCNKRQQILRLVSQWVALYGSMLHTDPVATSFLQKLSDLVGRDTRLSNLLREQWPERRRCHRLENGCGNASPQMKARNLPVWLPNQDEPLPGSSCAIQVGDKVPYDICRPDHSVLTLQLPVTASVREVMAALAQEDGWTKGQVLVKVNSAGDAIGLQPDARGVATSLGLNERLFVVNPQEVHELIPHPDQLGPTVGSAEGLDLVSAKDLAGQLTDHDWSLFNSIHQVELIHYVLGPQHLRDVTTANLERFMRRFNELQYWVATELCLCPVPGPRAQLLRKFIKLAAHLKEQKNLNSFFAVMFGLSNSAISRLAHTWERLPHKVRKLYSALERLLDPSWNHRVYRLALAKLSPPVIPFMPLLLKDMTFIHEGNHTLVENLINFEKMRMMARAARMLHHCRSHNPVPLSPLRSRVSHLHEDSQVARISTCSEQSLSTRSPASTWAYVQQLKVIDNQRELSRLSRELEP
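Multi-concentration qHTS readout: loss of Rap1B-bound BODIPY-GDP fluorescence driven by 100 nM EPAC1 with excess GDP (50 uM), monitored kinetically at room temperature; agonist response expressed relative to 6.5 mM cAMP.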
EPAC2 agonist: qHTS for Agonist of cAMP-regulated guanine nucleotide exchange factor 4 (EPAC2): primary screen | Rap guanine nucleotide exchange factor 4 (Homo sapiens), Q8WZA2 | EPAC2 activation, biochemical qHTS; response scale: 100% = 6.5 mM cAMP response | Potency, µM (highest dose often 154 µM), without a hit: at the top dose activation, most hits filed as activators | 360,000 compounds, 0.079% hits; also: potency is read from the fitted curve at half-maximal effect; nearly all actives have a fitted effect of over 50% in size
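Exchange assay: 100 nM EPAC2 with 250 nM Rap1B-BODIPY-GDP and 50 uM GDP. Fluorescence (ex 480/em 540 nm) read every 5 min for 30 min at room temperature. Data normalized to 6.5 mM cAMP as agonist control.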
WRN inhibitor: qHTS for Inhibitors of WRN Helicase | Bifunctional 3'-5' exonuclease/ATP-dependent helicase WRN (Homo sapiens), Q14191 | WRN helicase unwinding, fluorescent forked duplex, kinetic | Potency, µM (series often up to 114 µM), for the others: at the highest dose activity change, negative = inhibition, most hits filed as inhibitors | 360,000 compounds, 0.46% hits; also: potency is read from the fitted curve at half-maximal effect; % is scaled to controls: 0 for no effect and ±100 for the full control effect; nearly all actives have a fitted effect of over 55% in size
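Fluorescence dequenching readout, ex 525 nm/em 598 nm, kinetic mode: forked duplex DNA (100 nM final) with adjacent fluorophore and quencher unwound by WRN (20 nM final) with 2 mM ATP. Compound preincubation 15 min, room temperature.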
PI5P4K alpha inh: qHTS for Inhibitors of phosphatidylinositol 5-phosphate 4-kinase (PI5P4K). Phosphatidylinositol 5-phosphate 4-kinase type-2 alpha (Homo sapiens), P48426. PI5P4Kalpha enzyme, ADP-Glo luminescence, 60 min; hits give low values. max response, %. 330,000 compounds, 1.2% hits. AID 652105, 2013; active = max response of -50% or lower; inconclusive = between -30% and -50%; inactive = -30% or higher; also: value at the top dose of about 77 µM; % is scaled to controls: 0 for no effect and ±100 for the full control effect
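Controls without substrate or without enzyme flank wells where PI5P4Kalpha converts substrate using 5 microM ATP (final). Incubation lasts 60 minutes at room temperature; ADP formed is read by ADP-Glo luminescence.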
IL2 activator: qHTS of IL-2 Activators; AID 652025, 2013; IL-2 activation reporter assay, cell-based qHTS; stimulated with anti-CD3/CD4/CD28 beads; in transgenic mouse T cells; 360,000 compounds, 0.065% hits; activation, % (series mostly up to about 46 µM); in the data active = activation above about 50%; inconclusive = mostly about 30% to 49%; also: 0% is about no effect
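Unstimulated transgenic mouse T cells preincubated 60 min with compound, then stimulated with anti-CD3/anti-CD4-coated beads plus anti-CD28 for 18 h at 37 degrees C. IL-2 response read as EGFP and DsRed fluorescence by plate cytometry.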
PLK1 PBD block: qHTS for Inhibitors of PLK1-PDB (polo-like kinase 1 - polo-box domain): Primary Screen; Potency, µM, inactives show max response, negative = inhibition, most hits filed as inhibitors; AID 720504, 2013; Plk1 PBD binding of FITC phosphopeptide, fluorescence polarization; 360,000 compounds, 2.8% hits; also: potency is read from the fitted curve at half-maximal effect; series mostly up to about 57 µM; % is scaled to controls: 0 for no effect and ±100 for the full control effect; nearly all actives have a fitted effect of over 65% in size
CCT modulator: High-Throughput Screening for Modulators of Cytosolic Chaperonin Activity | purified chaperonin ATPase assay, HTRF ADP detection, 30 min | activity change, % (concentration not given with the values), hits read low | 360,000 compounds, 0.3% hits | AID 651819, 2012; in the data active = activity change below about -30%; also: % is scaled to controls: 0 for no effect and ±100 for the full control effect
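TRiC (40 or 20 nM final, by batch activity) in 30 mM Tris pH 7.4, 100 mM KCl, 5 mM MgCl2, 1 mM DTT was treated with compound at 76 uM single dose, then 10 uM ATP, 30 min at 37 °C. ADP was read by HTRF Transcreener.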
EPAC1 antag: qHTS for Antagonist of cAMP-regulated guanine nucleotide exchange factor 3 (EPAC1): primary screen; Rap guanine nucleotide exchange factor 3 (Homo sapiens), O95398; EPAC1 GEF assay, Rap1b-BODIPY-GDP exchange fluorescence; Potency, µM (doses to about 115 µM), inactives show at the top dose activity change, negative = inhibition, usual class: inhibitors; 360,000 compounds, 0.14% hits; AID 720709, 2013;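 also: potency is read from the fitted curve at half-maximal effect; plate controls were vehicle for no effect and positive control for full effect; nearly all actives have a fitted effect of over 50% in size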
* = called active by the depositor; ? = inconclusive; . = no result given; [ ] = another dose, or the depositor's remark. Unless noted, calls follow the shape of the dose curve; as a rule, active = well fitted curve in the direction sought with a large enough effect; inconclusive = small, poorly fitted or top-dose-only effect, or another doubt; inactive = no such curve, though single readings can be large; an effect the other way counts as inactive or inconclusive. Only part of the results is shown, so the mix of outcomes need not match the whole.

Structure	EPAC1 ag	EPAC2 agonist	WRN inhibitor	PI5P4K alpha inh	IL2 activator	PLK1 PBD block	CCT modulator	EPAC1 antag
CC[C@H](C)C1NC(=O)[C@H](CC(=O)O)NC(=O)c2cc([N+](=O)[O-])cc(I)c2NCCC(C(N)=O)NC1=O (stereo partly specified)	-4%	-9%	-16%[57.1 µM]	-8	-2.4	-8%	-14	1%
O=C(CSc1nnc(COc2ccc(Cl)cc2)o1)N1c2ccccc2CCc2ccccc21	5%	17%	-8%	4	-0.5	-8%	-3.3	-13%
O=C(N/C(=C\c1ccc([N+](=O)[O-])cc1)C(=O)N1CCCCC1)c1ccccc1Br	6%	6%	-30%[57.1 µM]	-5	4.0	-6%	-1.8	-7%
Cc1ccc(SCC(=O)Nc2cc(C)on2)cc1	4%	7%	-1%	-2	-0.7	?	-1.5	0%
COc1ccc(C)c2sc(=NC(=O)c3ccccc3)n(C)c12	-8%	11%	3%	-2	-4.2	0%	-1.8	2%
Cc1cccc(NC(=S)NCCc2ccccc2)c1C	0%	12%	-25%	-3	-0.7	-8%	-1.8	-1%
COCCCNc1ccn2nc(-c3ccccc3)cc2n1	-20%	4%	-4%	-1	0.2	2%	0.1	-9%
CCO[C@@H]1OC(C(=O)NC2CC2)=C[C@H](C)[C@H]1CCCO	-10%	5%	10%	4	0.0	2%	-2.3	-7%
CCCNc1c(NS(=O)(=O)c2cccs2)c(=O)oc2ccccc12	5%	12%	1%	-2	-1.7	-6%	0.0	12%
Cc1cccc2c(N=Nc3ccc(S(=O)(=O)Nc4ccc(Cl)cc4)cc3[N+](=O)[O-])c(O)[nH]c12	2%	-1%	-13%	-74*	-1.0	1%	-4.0	-3%
O=[N+]([O-])c1cc(-c2cnc3ccccc3n2)ccc1Cl	2%	11%	3%	-3	2.6	?	-4.1	4%
O=C(O)COCC(=O)N1CCN(c2cc(C(F)(F)F)nc3ccccc23)CC1	10%	5%	3%	-2	-1.4	-9%	0.5	-26%
Cc1ccccc1-n1c([C@@H]2C[C@H]2c2ccccc2)n[nH]c1=S	2%	3%	1%	-10	-4.1	-11%	-4.2	-12%
CCN(CC(=O)NC(=O)NCc1ccccc1)Cc1nc2ccccc2c(=O)[nH]1	-3%	3%	-3%	6	-1.3	-2%	-0.1	-8%
CCOC(=O)C(NC(=O)C1CCCN1C(=O)OCc1ccccc1)C(=O)OCC (stereo unspecified)	3%	0%	-14%	1	-0.6	-12%	1.0	-9%
O=C1Nc2c(Cl)cc(Cl)cc2C1=O	7%	1%	-5%[11.6 µM]	-15	-0.4	-28%	-1.1	?
O=C(c1cccs1)N1C[C@@H](O)[C@H](n2cc(C3CC3)nn2)C[C@@H]1c1ccc(Cl)cc1	-5%	-7%	-6%	1	-1.4	1%	2.4	0%
O=C1OC(Nc2ccc(Br)cn2)c2ccccc21 (stereo unspecified)	9%	7%	-3%	3	0.6	-6%	-0.9	-20%
Cc1cc(C)cc(C(=O)Nc2ccc(NC(=O)c3cccs3)cc2)c1	5%	1%	-8%	-4	-4.1	4%	-0.2	-4%
Cc1ccccc1-n1c(C)nc2ccccc21	-4%	-3%	11%	-4	-1.8	0%	0.1	13%
O=C(Nc1nccs1)c1ccccc1[N+](=O)[O-]	2%	4%	0%	-3	0.1	-1%	1.9	-9%
CCCCN(CCCC)CCNC(=O)c1cn(C)c2ccc(S(=O)(=O)N(C)C3CCCCC3)cc2c1=O	-12%	-14%	6%	9	-1.0	5%	2.7	3%
N#CCCN(CCC#N)c1nncs1	-5%	2%	12%	4	1.7	-6%	0.7	6%
C#CCSc1nc2ccccc2n1C(=O)c1ccc(S(=O)(=O)N2CCCCC2)cc1	5%	-6%	2%	8	-0.5	-23%	0.6	-15%
COC(=O)c1ccc(CSc2nc3ccccc3c(=O)n2-c2cccc(OC)c2)o1	11%	12%	-9%[57.1 µM]	.	-1.7	-7%	0.1	6%
COCCNC(=O)C1CCCN(c2ncccn2)C1 (stereo unspecified)	8%	10%	4%	.	-1.3	-8%	-1.8	0%
Cc1cc(C)c(S(=O)(=O)N(C)CC(=O)NCc2ccccn2)c(C)c1	1%	8%	-3%	0	0.8	-6%	-1.1	8%
CCOC(=O)c1ccc(NC(=S)N(CCCN2CCCC2)Cc2cccs2)cc1	15%	0%	7%	2	2.4	-10%	-3.6	-19%
CCn1cc(C(=O)NCc2ccncc2)c(=O)c2cc(F)c(N3CCN(C(=O)c4ccco4)CC3)cc21	8%	3%	-4%	-3	-1.5	-7%	0.3	-1%
Nc1cc(-c2nn[nH]n2)ccc1F	-2%	3%	-17%[57.1 µM]	?	-1.7	-3%	1.8	-6%
O=C(NCCN1C(=O)C2C3C=CC(C3)C2C1=O)Nc1ccccc1O (stereo unspecified)	4%	8%	-1%	0	-2.2	-6%	-0.5	-10%
CCN(CC(=O)NCc1ccc(Cl)cc1)C(=O)CSCC(=O)Nc1cccc(C)c1	-9%	1%	-5%	-1	-0.9	-4%	-0.3	9%
Cc1cccc2c3c([nH]c12)CCNC3	-2%	-2%	4%	-5	0.2	24µM*	2.0	-4%
CC(=O)N1CCN(c2ccc(Oc3ncnc4sccc34)cc2)CC1	-2%	-6%	14%	0	-2.5	-2%	1.5	14%
CC(=O)c1sc2nc(=O)c(C)nn2c1C	12%	-7%	-5%	.	1.2	-12%	-3.6	12%
CC(C)(C)C(=O)Nc1ccc(S(=O)(=O)c2ccc(NC(=O)C(C)(C)C)cc2)cc1	4%	-4%	-17%	.	-1.7	-4%	1.1	?
O=C(CSc1nc2ccccc2[nH]1)Nc1nc(-c2cccc(Br)c2)cs1	-6%	1%	12%	10	0.0	-11%	0.7	-1%
CCCNC(=O)NC(=O)CSc1nc2cc(C(=O)OC)ccc2c(=O)n1-c1ccccc1	-2%	0%	-4%	-4	1.0	-5%	-2.6	-4%
O=C(NCc1ccccc1)C(c1cccnc1)N(C(=O)c1ccccn1)c1ccc(F)cc1 (stereo unspecified)	7%	16%	9%	-5	0.0	-20%	-0.3	9%
Oc1c(C(c2cccs2)N2CCN(c3cccc(Cl)c3)CC2)sc2ncnn12 (stereo unspecified)	5%	9%	-7%	5	-1.9	-8%	-0.6	-28%
O=C1C=C(c2ccccc2)CC(c2ccc(F)cc2)C1 (stereo unspecified)	14%	12%	-6%	-2	-1.8	-4%	-2.8	-3%
CCOC(=O)C1CCN(C(=O)COC(=O)/C=C/c2ccc([N+](=O)[O-])cc2)CC1	-12%	-2%	3%	5	0.3	-6%	-1.5	9%
Cc1ccc(CNS(=O)(=O)c2ccc(C(F)(F)F)cc2)n1C	-4%	9%	3%	0	1.7	-16%	-2.4	-4%
COc1cc(OC)c2c(C)cc(=O)oc2c1C(CCN1CCOCC1)c1ccc(N(C)C)cc1 (stereo unspecified)	-9%	6%	-6%	2	-0.5	-6%	-0.2	17%
Cc1ccc(S(=O)(=O)N[C@H](C(=O)OCC(=O)NC(=O)Nc2ccc3c(c2)OCCO3)C(C)C)cc1	10%	10%	0%	11	-2.6	-19%	-2.3	-2%

Reformatted with two lines to a compound: 12 of the compounds above.
Each structure is followed by: EPAC1 ag, EPAC2 agonist, WRN inhibitor, PI5P4K alpha inh, IL2 activator, PLK1 PBD block, CCT modulator, EPAC1 antag
O=C(NCCN1C(=O)C2C3C=CC(C3)C2C1=O)Nc1ccccc1O (stereo unspecified)
  4%, 8%, -1%, 0, -2.2, -6%, -0.5, -10%
CCN(CC(=O)NCc1ccc(Cl)cc1)C(=O)CSCC(=O)Nc1cccc(C)c1
  -9%, 1%, -5%, -1, -0.9, -4%, -0.3, 9%
Cc1cccc2c3c([nH]c12)CCNC3
  -2%, -2%, 4%, -5, 0.2, 24µM*, 2.0, -4%
CC(=O)N1CCN(c2ccc(Oc3ncnc4sccc34)cc2)CC1
  -2%, -6%, 14%, 0, -2.5, -2%, 1.5, 14%
CC(=O)c1sc2nc(=O)c(C)nn2c1C
  12%, -7%, -5%, ., 1.2, -12%, -3.6, 12%
CC(C)(C)C(=O)Nc1ccc(S(=O)(=O)c2ccc(NC(=O)C(C)(C)C)cc2)cc1
  4%, -4%, -17%, ., -1.7, -4%, 1.1, ?
O=C(CSc1nc2ccccc2[nH]1)Nc1nc(-c2cccc(Br)c2)cs1
  -6%, 1%, 12%, 10, 0.0, -11%, 0.7, -1%
CCCNC(=O)NC(=O)CSc1nc2cc(C(=O)OC)ccc2c(=O)n1-c1ccccc1
  -2%, 0%, -4%, -4, 1.0, -5%, -2.6, -4%
O=C(NCc1ccccc1)C(c1cccnc1)N(C(=O)c1ccccn1)c1ccc(F)cc1 (stereo unspecified)
  7%, 16%, 9%, -5, 0.0, -20%, -0.3, 9%
Oc1c(C(c2cccs2)N2CCN(c3cccc(Cl)c3)CC2)sc2ncnn12 (stereo unspecified)
  5%, 9%, -7%, 5, -1.9, -8%, -0.6, -28%
O=C1C=C(c2ccccc2)CC(c2ccc(F)cc2)C1 (stereo unspecified)
  14%, 12%, -6%, -2, -1.8, -4%, -2.8, -3%
CCOC(=O)C1CCN(C(=O)COC(=O)/C=C/c2ccc([N+](=O)[O-])cc2)CC1
  -12%, -2%, 3%, 5, 0.3, -6%, -1.5, 9%
